IDH1 R132H inh: qHTS for Inhibitors of mutant isocitrate dehydrogenase 1 (IDH1): qHTS; Isocitrate dehydrogenase [NADP] cytoplasmic (Homo sapiens), O75874; IDH1-R132H enzyme, NADPH consumption, diaphorase/resazurin fluorescence; Potency, µM (doses to about 76.6 µM), inactives show top-dose activity change, negative = inhibition, most hits filed as inhibitors; 390,000 compounds, 0.093% hits; AID 602179, 2012; also: potency is read from the fitted curve at half-maximal effect; % is scaled to controls: 0 for no effect and ±100 for the full control effect; nearly all actives have a fitted effect of over 65% in size
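IDH1-R132H (0.5 ug/mL) preincubated 30 min with compound, then NADPH (0.016 mM) and alpha-KG (2 mM) added; 80 min at RT, pH 7.5. Remaining NADPH coupled via diaphorase/resazurin to fluorescence (540/590 nm); concentration-response curves normalized to no-enzyme control.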
GLS inhibitor: qHTS for Inhibitors of Glutaminase (GLS). Glutaminase kidney isoform, mitochondrial (Homo sapiens), O94925. GLS enzymatic activity, qHTS titration. Potency, µM (highest dose often 45.5 µM), without a hit: at the top dose activity change, negative = inhibition, hits mostly inhibitors. 410,000 compounds, 0.21% hits; also: potency is read from the fitted curve at half-maximal effect; % is scaled to controls: 0 for no effect and ±100 for the full control effect
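Enzyme dispensed in phosphate buffer (45 mM, pH 8.2, 0.02% Tween-20), compounds pinned in, then 1 mM L-glutamine solution and the glutamate oxidase–HRP–Amplex Red mix added; fluorescence read immediately and again after 30 min at room temperature.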
USP1-UAF1 inh: Inhibitors of USP1/UAF1: Primary Screen; 390,000 compounds, 0.23% hits; Ubiquitin carboxyl-terminal hydrolase 1 (Homo sapiens), O94782; Potency, µM (doses to about 57.1 µM), for inactives: at the top dose activity change, negative = inhibition, hits mostly inhibitors; recombinant USP1/UAF1, Ub-Rhodamine cleavage fluorescence; also: potency is read from the fitted curve at half-maximal effect; % is scaled to controls: 0 for no effect and ±100 for the full control effect; nearly all actives have a fitted effect of over 60% in size; inactives centre near -12
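USP1/UAF1 complex (1 nM) preincubated 15 min at room temperature with compound, then Ub-Rho substrate (150 nM final) added. Kinetic fluorescence at 480/540 nm over 6 reads at 60 s intervals; 50 mM HEPES pH 7.8, 0.5 mM EDTA, 0.1 mg/ml BSA, 1 mM TCEP, 0.01% Tween-20.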
PI4K2A inh: qHTS for small molecular inhibitors of PI4K2A; activity change, negative = inhibition, % at 76.9 µM; purified PI4K2A, ADP-Glo luminescence, 1 h; stronger effect = lower value; AID 1346378, 2018; Phosphatidylinositol 4-kinase type 2-alpha (Homo sapiens), Q9BTU6; 420,000 compounds, 0.13% hits; in the data active = activity change below about -50%; inconclusive = mostly about -30% to -49%;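 also: -100% = wells without enzyme as full effect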
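Compounds are screened against recombinant PI4K2A using PI as substrate and ATP, the latter dispensed at 300 microM. Reactions run one hour at ambient temperature before ADP-Glo detection; full inhibition defined by wells lacking enzyme.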
TrxR1 inh: qHTS Assay for Inhibitors of Mammalian Selenoprotein Thioredoxin Reductase 1 (TrxR1): qHTS; Potency, µM (highest dose often 114 µM), for inactives: top-dose activity change, negative = inhibition, actives largely listed as inhibitors; recombinant rTrxR1, NADPH fluorescence consumption, selenite substrate; Thioredoxin reductase 1, cytoplasmic (Rattus norvegicus), O89049; 390,000 compounds, 1% hits; also: potency is read from the fitted curve at half-maximal effect; % is scaled to controls: 0 for no effect and ±100 for the full control effect; nearly all actives have a fitted effect of over 65% in size
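Rat TrxR1 (90 nM in the dispensed reagent) was pre-reduced with 400 uM NADPH for 5 min at room temperature, then incubated with compound for 15 min. After 400 uM selenite was added, NADPH fluorescence (Ex 340/Em 450 nm) was followed for 8 min.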
Tb PGK inh: qHTS Assay to Find Inhibitors of Phosphoglycerate Kinase | PGK/GAPDH coupled, Kinase-Glo luminescence, 60 min | Phosphoglycerate kinase, glycosomal (Trypanosoma brucei brucei), P07378 | AID 602233, 2012 | 380,000 compounds, 0.043% hits | Potency, µM (series often up to 57.5 µM), inactives show top-dose activity change, negative = inhibition, most hits filed as inhibitors; also: potency is read from the fitted curve at half-maximal effect; % is scaled to controls: 0 for no effect and ±100 for the full control effect; nearly all actives have a fitted effect of over 60% in size
Target sequence (P07378 whole entry, looked up): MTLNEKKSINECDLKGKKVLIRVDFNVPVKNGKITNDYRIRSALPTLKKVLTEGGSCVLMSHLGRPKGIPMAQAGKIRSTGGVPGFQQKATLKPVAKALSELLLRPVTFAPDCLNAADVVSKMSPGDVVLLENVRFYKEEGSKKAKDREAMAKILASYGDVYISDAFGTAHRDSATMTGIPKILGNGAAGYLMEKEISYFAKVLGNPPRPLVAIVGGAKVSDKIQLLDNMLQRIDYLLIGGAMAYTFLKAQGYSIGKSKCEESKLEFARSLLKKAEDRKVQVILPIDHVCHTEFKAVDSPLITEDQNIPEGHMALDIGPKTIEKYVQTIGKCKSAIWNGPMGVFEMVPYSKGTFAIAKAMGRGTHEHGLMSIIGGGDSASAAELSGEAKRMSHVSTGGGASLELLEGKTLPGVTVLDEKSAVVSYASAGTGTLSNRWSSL
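Recombinant glycosomal PGK reaction used 1,3-bisphosphoglycerate generated in-well by GAPDH (100nM final) in 100mM TEA pH 7.6, 5mM MgCl2, 0.01% Tween-20. After 60 minutes at room temperature, ATP was read by Kinase-Glo Plus luminescence end-point.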
TrxR1 substrate: qHTS Assay for Substrates of Mammalian Selenoprotein Thioredoxin Reductase 1 (TrxR1): qHTS. AID 588456, 2011. Potency, µM (highest dose often 114 µM), for inactives: top-dose activity change, negative = substrate turnover. 390,000 compounds, 0.01% hits. purified TrxR1 substrate turnover, NADPH consumption readout; also: potency is read from the fitted curve at half-maximal effect; % is scaled to controls: 0 for no effect and ±100 for the full control effect; nearly all actives have a fitted effect of over 50% in size
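Rat TrxR1, dispensed at 90 nM, was prereduced with 400 uM NADPH (final) for 5 min at ~22 deg C, then incubated with compound 15 min before 400 uM selenite. A first-read NADPH fluorescence drop versus no-compound background flagged substrates.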
HP1b chromo inh: HTS for Inhibitors of HP1-beta Chromodomain Interactions with Methylated Histone Tails; Chromobox protein homolog 1 (Homo sapiens), P83916; AlphaScreen HP1-beta / biotin-H3K9me3 peptide binding; Potency, µM (series often up to 114 µM), for the others: top-dose activity change, negative = inhibition, hits mostly inhibitors; 390,000 compounds, 0.56% hits; also: potency is read from the fitted curve at half-maximal effect; nearly all actives have a fitted effect of over 70% in size; inactives centre near 23
Target sequence (P83916 whole entry, looked up): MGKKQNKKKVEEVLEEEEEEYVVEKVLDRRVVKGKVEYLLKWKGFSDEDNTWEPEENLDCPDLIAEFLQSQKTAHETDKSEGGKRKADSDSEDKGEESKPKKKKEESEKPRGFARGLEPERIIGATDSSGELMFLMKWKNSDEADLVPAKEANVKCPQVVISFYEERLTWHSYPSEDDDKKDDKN
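Compound inhibition of the preformed complex between 50 nM HP1-beta and 50 nM biotinylated H3K9me3 peptide was read by AlphaScreen. Buffer was PBS pH 7.4 with 0.01% Tween-20. Incubations ran 30 min at room temperature, with 10 ug/mL donor/acceptor beads.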
Pin1 inh: qHTS Assay to Find Inhibitors of Pin1; Pin1 FP peptide displacement, HiFluor488, 10 min; Potency, µM (top dose mostly 115 µM), inactives show at the highest dose activity, negative = inhibition, actives largely listed as inhibitors; Peptidyl-prolyl cis-trans isomerase NIMA-interacting 1 (Homo sapiens), Q13526; AID 504891, 2011; 390,000 compounds, 0.009% hits; active = well fitted inhibition curve with a large enough effect in the polarisation, with a control signal flat, not every such curve was filed as active; inconclusive = small, poorly fitted or top-dose-only effect, or effect the other way, or a change in a side signal; inactive = no such curve, though single readings can be large or run the other way; the % refers to the polarisation; also: potency is read from the fitted curve at half-maximal effect; % is scaled to controls: 0 for no effect and ±100 for the full control effect
Target sequence (Q13526 whole entry, looked up): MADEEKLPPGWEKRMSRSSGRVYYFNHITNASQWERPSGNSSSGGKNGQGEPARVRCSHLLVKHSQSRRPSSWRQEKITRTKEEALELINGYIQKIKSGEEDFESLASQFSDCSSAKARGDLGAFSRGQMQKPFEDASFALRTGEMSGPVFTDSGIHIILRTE
An asterisk follows results filed as active; i = inactive; ? = inconclusive; . = not tested or not shown; [ ] = another dose, or the depositor's remark. Unless noted, calls follow the shape of the dose curve; as a rule, active = well fitted curve in the direction sought with a large enough effect; inconclusive = small, poorly fitted or top-dose-only effect, or another doubt; inactive = no such curve, though single readings can be large; an effect the other way counts as inactive or inconclusive. Only part of the results is shown, so the mix of outcomes need not match the whole.

Molecule,IDH1 R132H inh,GLS inhibitor,USP1-UAF1 inh,PI4K2A inh,TrxR1 inh,Tb PGK inh,TrxR1 substrate,HP1b chromo inh,Pin1 inh
COc1cc(OC)c(NC(=O)CN(C)S(=O)(=O)c2ccc3c(c2)CCCC(=O)N3)cc1Cl,-2.9%,7.0%,-17.8%,-4.5,-12.8%,7.8%,-12.5%,36.6%,-3.6%
Cc1ccccc1OCc1nnc(SCc2cc(=O)c3ccc(C)c(C)c3[nH]2)n1C,-1.9%,0.0%,-0.6%,-4.1,10.3%[57.1 µM],6.9%,1.3%[57.1 µM],24.9%[57 µM],6.5%
CSCCC(NC(=O)COc1ccccc1)C(=O)NCCOc1ccccc1 (centres undefined),2.9%,-3.1%,-20.8%,-2.8,15.9%,5.2%,4.8%,38.3%,-1.2%
COCCSc1nnc(NC(=O)C2CCN(C(=O)c3ccco3)CC2)s1,11.2%,-3.2%,-2.9%,-0.6,13.9%,-4.1%,7.4%,-10.1%,21.4%
CC(C)C(=O)N1CCN(c2ccccc2NC(=O)Cc2ccc(Cl)cc2)CC1,7.5%,0.0%,-14.9%,5.7,10.5%,-0.4%,2.2%,30.0%,-1.1%
Cc1ccc(S(=O)(=O)Nc2cc(C(=O)NCCN(C)C)ccc2N2CCCC2)cc1,-2.6%,24.3%,-18.9%,-3.0,-3.4%,3.4%,-4.7%,9.7%,-0.3%
Cc1ccccc1N(CC(N)=O)S(C)(=O)=O,6.2%,-0.6%,-4.1%,3.7,-6.7%[57.1 µM],-9.8%,12.3%[57.1 µM],36.9%[activator],0.5%
C=CCNC(=O)C1CC1(c1cccc(C)c1)c1cccc(C)c1 (centres undefined),1.8%,10.6%,?,-1.8,11.7%,i,5.0%,19.5%,-7.4%
COc1ccc(-c2cc(C(F)(F)F)nc(SCC(=O)NCCN3CCOCC3)n2)cc1OC,3.7%,-4.8%,-26.8%,2.5,-13.8%,2.8%,4.3%,41.4%[activator],-0.7%
CCCc1cc(=O)n2[nH]c(SCc3ccccc3)nc2n1,14.3%,4.1%,-16.6%,4.2,-7.0%,-6.4%,-2.8%,41.8%[activator],1.0%
Nc1cc(N)nc(SCc2cccc(F)c2)n1,15.7%,-9.4%,-19.3%,2.6,26.7%,i,1.5%,57.6%[activator],2.5%
COc1cccc(C(=O)NC(c2ccc(Cl)cc2)c2cc(Cl)c3cccnc3c2O)c1 (centres undefined),-15.5%,0.9%,-18.6%,-6.4,36.9%[57.1 µM],-5.2%,3.8%[57.1 µM],8.3%,10.6%
Cc1cccc(C(=O)O/N=C2\CCS(=O)(=O)c3sccc32)c1,-2.0%,8.4%,2.3%,21.5,-15.8%,5.7%,-11.2%,9.7%,7.2%
COc1ccc(CC(=O)OCC(=O)Nc2ccc3[nH]c(=O)[nH]c3c2)cc1,1.5%,0.5%,-25.0%,-6.2,8.5%,-1.3%,-0.9%,19.0%,-0.4%
CC1CCCN(CCOc2ccc(Br)cc2)C1 (centres undefined),4.8%,-20.5%,-5.3%,-8.3,12.7%[57.1 µM],-4.5%,7.5%[57.1 µM],-37.2%,-4.5%
Brc1cnc(N2CCCC2)nc1N1CCCCC1,0.3%,1.3%,-7.0%,-8.7,10.9%,1.3%,-3.4%,97.2%[activator],4.9%
CC(C)Cc1nnc(NC(=O)CCC(=O)NCc2ccccc2Cl)s1,-9.4%,-5.0%,-11.3%,-0.2,9.4%,-9.5%,-3.1%,45.3%[activator],-0.6%
CCOC(=O)c1oc2ccccc2c1CSc1nnc(-c2ccco2)o1,10.2%,0.2%,-13.2%,-5.5,15.5%,8.8%,7.9%,32.2%,1.4%
CCOCCCNC(=O)c1ccc(CS(=O)(=O)Cc2ccc(C)cc2)o1,-2.0%,15.3%,-5.1%,1.6,-1.5%,-3.0%,-5.2%,33.4%[activator],-0.3%
CCOc1ccccc1-n1c(SCC(=O)NC(C)(C)C)nnc1-c1ccoc1C,6.3%,-15.8%,-11.0%,-7.1,2.8%,-7.7%,-4.3%,39.8%[activator],-8.4%
O=C(Cn1ccc2cc(S(=O)(=O)N3CCCCC3)ccc21)NCc1ccccc1Cl,12.9%,0.6%,-17.0%,-3.6,17.2%[57.1 µM],i,-3.3%[57.1 µM],23.8%,27.5%
CN(C)c1nc2c(N)ncnc2n1[C@H]1O[C@@H](CO)[C@H](O)[C@@H]1O,12.6%,-9.1%,-15.5%,-16.1,8.0%,-1.7%,4.0%,27.8%,-0.8%
CCOc1ccccc1NC(=O)c1cc(SC)ccc1Cl,4.4%,0.3%,?,4.9,27.4%[57.1 µM],-0.9%,-13.1%[57.1 µM],114.9%[activator],2.5%
Cc1nc(CNS(=O)(=O)c2cc([N+](=O)[O-])ccc2C)cs1,-0.4%,-0.8%,-6.3%,4.2,?,-5.2%,-7.9%,57.6%[activator],-5.5%
COc1ccc(C(=O)N2CCC(n3c(C)nc4cc(F)ccc43)CC2)cc1OC,5.8%,0.8%,-4.1%,-0.6,13.0%,i,0.7%,1.7%,-0.7%
COc1cc(NS(=O)(=O)c2ccc3c(c2)OCC(C(=O)N2CCCC2)O3)cc(OC)c1 (centres undefined),7.3%,0.6%,-2.1%,-1.7,21.0%[57.1 µM],-5.8%,4.2%[57.1 µM],-14.4%,-0.6%
COc1cc(NC(=O)C(CC(C)C)NS(=O)(=O)c2ccc3c(c2)CCCC(=O)N3)cc(OC)c1 (centres undefined),14.5%,-3.3%,-23.5%,-4.6,0.8%[57.1 µM],-8.2%,-2.7%[57.1 µM],15.9%,2.3%
Cc1cc(=O)n(CC(=O)Nc2ccc([N+](=O)[O-])cc2)c(-n2nc(C)cc2C)n1,-7.3%,-15.7%,-15.2%,0.8,16.1%[57.1 µM],-6.9%,0.7%[57.1 µM],37.4%,-1.7%
O=C(CSc1nncs1)Nc1cc(S(=O)(=O)N2CCOCC2)ccc1N1CCCC1,9.5%,23.9%,-6.0%,-4.3,-0.3%,12.4%,-4.6%,25.7%,-0.6%
CN(CC(=O)Nc1ccc(F)cc1)C(=O)CCc1nc2ccccc2c(=O)[nH]1,6.8%,-21.1%,-13.1%,0.5,19.4%,i,2.5%,38.4%[activator],0.6%
COc1cc(/C=C/C(=O)O)ccc1OS(=O)(=O)c1c(C)cc(C)cc1C,16.2%,11.5%,-9.5%,-3.4,11.6%,-2.4%,3.1%,19.1%,-0.5%
Clc1ccccc1Nc1c2c(nc3ncnn13)CCC2,2.8%,0.8%,5.6%,2.3,-1.7%,i,-3.9%,37.3%[activator],-4.9%
CCCN1CCN(CCCNC(=O)C2CCN(c3nnc(-n4c(C)ccc4C)s3)CC2)CC1,3.5%,2.9%,-17.6%,0.7,-9.3%,-3.6%,5.0%,25.0%,-4.2%
COc1cccc(/C=C2\Oc3cc(OCC(=O)N4CCC[C@H]4C(=O)O)ccc3C2=O)c1,-12.8%,-1.1%,-25.2%,-7.1,-27.0%,-6.1%,-14.2%,9.9%,-2.4%
NNC(=O)CN1C(=O)Nc2ccc(Br)cc2C1c1ccccc1 (centres undefined),10.5%,31.1%[activator],-10.2%,-7.9,23.5%,.,14.7%,-0.1%,0.0%
O=c1[nH]c2ccccc2n1CCC1CCCCC1,6.8%,1.7%,-6.6%,-2.0,3.2%,-0.1%,-1.2%,21.1%,17.6%
Cc1cc(NC(=O)/C=C/c2ccccc2)c(C(C)C)cc1O,-1.0%,5.7%,-16.0%,0.7,9.6%,-1.5%,2.0%,24.1%,1.7%
CC1CCCCN1CCCNC(=O)c1ccc(N2CCCC2=O)cc1 (centres undefined),15.1%,-6.0%,-14.8%,0.2,4.6%[57.1 µM],-8.1%,-6.2%[57.1 µM],41.6%,7.0%
CN1CCN(CC(=O)N2c3ccccc3Sc3ccccc32)CC1,-6.9%,1.9%,-14.5%,4.0,15.4%,.,-2.7%,48.2%[activator],-3.0%
CCCS(=O)(=O)c1c(S(=O)(=O)CCC)c2c(C)cccn2c1C(N)=O,1.7%,6.4%,15.0%,13.5,6.4%[57.1 µM],-0.3%,12.0%[57.1 µM],13.7%,-0.3%
CCOC(=O)c1cc(-c2ccccc2)sc1N,0.4%,-24.1%,-16.2%,0.2,-25.7%,-0.6%,-1.6%,?,-2.6%
